Compound activity from PubChem BioAssay.
USP1-UAF1 inh = USP1/UAF1 (human) deubiquitinase inhibition; O94782; recombinant USP1/UAF1, Ub-Rhodamine cleavage fluorescence; Potency, µM (highest dose often 57.1 µM), for the others: at the top dose activity change, negative = inhibition, usual class: inhibitors; 390,000 compounds, 0.23% hits; note: potency is the fitted concentration of half-maximal effect; % is set by controls: 0 for no effect and ±100 for the full control effect; nearly all actives have a fitted effect of over 60% in size; inactives centre near -12
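1 nM enzyme complex + cpd, 15 min RT; start with Ub-Rho 150nM final; kinetic fluorescence ex 480/em 540, 6 reads q60 s. Buffer 50mM HEPES pH 7.8, 0.5mM EDTA, 0.1 mg/ml BSA, 1mM TCEP, 0.01% Tween-20.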
rTrxR1 inhibitor = blocks rat thioredoxin reductase 1; recombinant rTrxR1, NADPH fluorescence consumption, selenite substrate; AID 588453; Potency, µM (titrated, usually from 114 µM), for the others: top-dose activity change, negative = inhibition, actives largely listed as inhibitors; O89049; 390,000 compounds, 1% hits; note: potency is the fitted concentration of half-maximal effect; % is set by controls: 0 for no effect and ±100 for the full control effect; nearly all actives have a fitted effect of over 65% in size
Target sequence (O89049 whole entry, looked up): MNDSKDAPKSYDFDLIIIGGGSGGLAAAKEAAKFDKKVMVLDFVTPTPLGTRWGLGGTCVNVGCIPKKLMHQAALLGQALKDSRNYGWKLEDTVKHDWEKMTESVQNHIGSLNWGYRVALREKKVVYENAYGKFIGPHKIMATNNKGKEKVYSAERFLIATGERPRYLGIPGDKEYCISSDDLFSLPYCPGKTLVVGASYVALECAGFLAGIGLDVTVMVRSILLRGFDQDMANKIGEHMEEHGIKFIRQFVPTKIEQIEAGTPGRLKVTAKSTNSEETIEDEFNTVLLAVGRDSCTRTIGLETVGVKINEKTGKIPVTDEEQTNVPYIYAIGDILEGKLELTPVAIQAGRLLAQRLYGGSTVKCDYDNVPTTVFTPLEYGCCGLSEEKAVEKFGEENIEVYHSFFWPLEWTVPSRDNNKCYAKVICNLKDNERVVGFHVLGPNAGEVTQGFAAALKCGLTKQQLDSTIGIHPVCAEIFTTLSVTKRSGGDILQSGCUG
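Rat TrxR1 (90 nM in the dispensed reagent) was pre-reduced with 400 uM NADPH for 5 min at room temperature, then incubated with compound for 15 min. After 400 uM selenite was added, NADPH fluorescence (Ex 340/Em 450 nm) was followed for 8 min.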
IDH1 R132H inh = human IDH1 R132H inhibition; O75874; IDH1-R132H enzyme, NADPH consumption, diaphorase/resazurin fluorescence; Potency, µM (highest dose often 76.6 µM), for the others: at the highest dose activity change, negative = inhibition, usual class: inhibitors; 390,000 compounds, 0.093% hits; AID 602179; note: potency is the fitted concentration of half-maximal effect; % is set by controls: 0 for no effect and ±100 for the full control effect; nearly all actives have a fitted effect of over 65% in size
Target sequence (O75874 whole entry R132H, stated change not applied): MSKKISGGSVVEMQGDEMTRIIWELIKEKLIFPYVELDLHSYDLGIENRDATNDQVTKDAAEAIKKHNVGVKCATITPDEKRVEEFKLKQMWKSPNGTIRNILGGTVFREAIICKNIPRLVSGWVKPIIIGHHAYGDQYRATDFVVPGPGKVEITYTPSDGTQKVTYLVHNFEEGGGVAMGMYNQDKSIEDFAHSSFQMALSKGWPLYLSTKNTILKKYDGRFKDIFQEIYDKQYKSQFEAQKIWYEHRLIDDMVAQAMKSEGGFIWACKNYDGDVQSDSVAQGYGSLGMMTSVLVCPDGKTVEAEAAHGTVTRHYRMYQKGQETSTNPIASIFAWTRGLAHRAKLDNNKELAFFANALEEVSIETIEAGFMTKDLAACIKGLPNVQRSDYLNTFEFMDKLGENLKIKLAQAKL
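IDH1-R132H (0.5 ug/mL) preincubated 30 min with compound, then NADPH (0.016 mM) and alpha-KG (2 mM) added; 80 min at RT, pH 7.5. Remaining NADPH coupled via diaphorase/resazurin to fluorescence (540/590 nm); concentration-response curves normalized to no-enzyme control.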
PI4K2A block = inhibitors of human PI4K2A; Q9BTU6; purified PI4K2A, ADP-Glo luminescence, 1 h; stronger effect = lower value; activity change, negative = inhibition, % at 76.9 µM; 420,000 compounds, 0.13% hits; AID 1346378; in the data active = activity change below about -50%; inconclusive = mostly about -30% to -49%;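 note: -100% = wells without enzyme as full effect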
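PI4K2A activity was measured by ADP-Glo luminescence: enzyme (4 ug/mL stock) and phosphatidylinositol (1.2 mM stock) in Tris pH 7.5/MgCl2/EGTA/Triton X-100 buffer were reacted with ATP (300 microM stock) for one hour at ambient temperature.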
HP1b chromo inh = inhibitors of HP1-beta chromodomain binding to methylated histone tails; P83916; AlphaScreen HP1-beta / biotin-H3K9me3 peptide binding; Potency, µM (highest dose often 114 µM), for the others: at the top dose activity change, negative = inhibition, usual class: inhibitors; 390,000 compounds, 0.56% hits; AID 540317; note: potency is the fitted concentration of half-maximal effect; nearly all actives have a fitted effect of over 70% in size; inactives centre near 23
Target sequence (P83916 whole entry, looked up): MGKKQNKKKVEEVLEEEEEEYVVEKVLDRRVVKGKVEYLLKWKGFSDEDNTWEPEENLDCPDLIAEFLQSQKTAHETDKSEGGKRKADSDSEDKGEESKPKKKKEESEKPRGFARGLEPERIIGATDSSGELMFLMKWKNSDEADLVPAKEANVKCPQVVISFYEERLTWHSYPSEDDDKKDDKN
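Compound inhibition of the preformed complex between 50 nM HP1-beta and 50 nM biotinylated H3K9me3 peptide was read by AlphaScreen. Buffer was PBS pH 7.4 with 0.01% Tween-20. Incubations ran 30 min at room temperature, with 10 ug/mL donor/acceptor beads.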
Pin1 inh = inhibitors of human Pin1 | Q13526 | Pin1 FP peptide displacement, HiFluor488, 10 min | Potency, µM (top dose mostly 115 µM), for inactives: top-dose activity, negative = inhibition, hits mostly inhibitors | 390,000 compounds, 0.009% hits; active = well fitted inhibition curve with a large enough effect in the polarisation, with a control signal flat, not every such curve was filed as active; inconclusive = small, poorly fitted or top-dose-only effect, or effect the other way, or a change in a side signal; inactive = no such curve, though single readings can be large or run the other way; the % refers to the polarisation; note: potency is the fitted concentration of half-maximal effect; % is set by controls: 0 for no effect and ±100 for the full control effect
GLS inhibitor = inhibitors of human glutaminase (GLS); 410,000 compounds, 0.21% hits; AID 624170; Potency, µM (top dose mostly 45.5 µM), for the others: top-dose activity change, negative = inhibition, actives largely listed as inhibitors; O94925; GLS enzymatic activity, qHTS titration; note: potency is the fitted concentration of half-maximal effect; % is set by controls: 0 for no effect and ±100 for the full control effect
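Enzyme dispensed in phosphate buffer (45 mM, pH 8.2, 0.02% Tween-20), compounds pinned in, then 1 mM L-glutamine solution and the glutamate oxidase–HRP–Amplex Red mix added; fluorescence read immediately and again after 30 min at room temperature.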
PGK inhibitor = T. brucei PGK inhibition; Potency, µM (titrated, usually from 57.5 µM), without a hit: at the top dose activity change, negative = inhibition, actives largely listed as inhibitors; 380,000 compounds, 0.043% hits; AID 602233; PGK/GAPDH coupled, Kinase-Glo luminescence, 60 min; note: potency is the fitted concentration of half-maximal effect; % is set by controls: 0 for no effect and ±100 for the full control effect; nearly all actives have a fitted effect of over 60% in size
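Recombinant glycosomal PGK reaction used 1,3-bisphosphoglycerate generated in-well by GAPDH (100nM final) in 100mM TEA pH 7.6, 5mM MgCl2, 0.01% Tween-20. After 60 minutes at room temperature, ATP was read by Kinase-Glo Plus luminescence end-point.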
TrxR1 substrate = is turned over as a substrate by rat TrxR1 | 390,000 compounds, 0.01% hits | AID 588456 | purified TrxR1 substrate turnover, NADPH consumption readout | Potency, µM (top dose mostly 114 µM), inactives show top-dose activity change, negative = substrate turnover; note: potency is the fitted concentration of half-maximal effect; % is set by controls: 0 for no effect and ±100 for the full control effect; nearly all actives have a fitted effect of over 50% in size
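Rat TrxR1, dispensed at 90 nM, was prereduced with 400 uM NADPH (final) for 5 min at ~22 deg C, then incubated with compound 15 min before 400 uM selenite. A first-read NADPH fluorescence drop versus no-compound background flagged substrates.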
Starred values were filed as active, the others as inactive; i = inactive; ? = inconclusive; & = joins results of further samples; [ ] = dose if it differs, or a comment. Unless noted, calls come from the whole dose curve; as a rule, active = well fitted curve in the direction sought with a large enough effect; inconclusive = small, poorly fitted or top-dose-only effect, or another doubt; inactive = no such curve, though single readings can be large; an effect the other way counts as inactive or inconclusive. This is a subset; the hit share may differ from the screen's.

SMILES	USP1-UAF1 inh	rTrxR1 inhibitor	IDH1 R132H inh	PI4K2A block	HP1b chromo inh	Pin1 inh	GLS inhibitor	PGK inhibitor	TrxR1 substrate
COc1ccc(NC(=O)c2cccc(S(=O)(=O)N(C)c3ccccc3)c2)cn1	-21%	-3%	2%	2	24%	-2%	6%	10%	-9%
Cc1cc(NC(=O)CSc2nc3cc(C(=O)NCCCOC(C)C)ccc3c(=O)n2Cc2ccco2)no1	-7%	21%	-8%	-1	-1%	17%	-3%	-14%	11%
O=C(OCc1c(-c2ccccc2)ncc2ccccc12)c1ccc(F)cc1	-5%	14%[57.1 µM]	-8%	0	60%[activator]	6%	-4%	8%	7%[57.1 µM]
Cc1cc(C)nc(NS(=O)(=O)c2ccc(NC(=O)CN3C(=O)S/C(=C\c4ccccc4)C3=O)cc2)n1	?	8%[57.1 µM]	-2%	-4	21%	53%[activator]	-5%	-2%	3%[57.1 µM]
COc1ccccc1NS(=O)(=O)c1ccc(C)c(C(=O)NNC(=O)c2csc(N3CCOCC3)n2)c1	-20%	16%	2%	-3	35%[activator]	-1%	16%	-3%	-6%
Cc1ccccc1CCNC(=O)C1CCN(c2nc3ccccc3nc2C(F)(F)F)CC1	-2%	12%[57.1 µM]	4%	-1	12%	1%	3%	-2%	-2%[57.1 µM]
COc1ccc(CSc2nc3ccccc3[nH]2)cc1	-7%	20%	11%	-16	70%[activator]	-6%	5%	-8%	4%
COc1ccc(CNC(=O)CSc2n[nH]c(N)n2)cc1OC	5%	17%	0%	2	36%	-4%	0%	-9%	-2%
O=C1c2oc3ccccc3c(=O)c2C(c2cccnc2)N1CCCN1CCOCC1 (centres undefined)	-23%	?	1%	2	52%[activator]	0%	1%	-1%	-5%
CO/N=C\CC(=O)Nc1ccc(Cl)c(Cl)c1	-10%	6%	-9%	3	55%[activator]	4%	1%	-9%	-3%
Fc1cccc(Cl)c1Cn1nnc2c(NCc3ccccn3)ncnc21	-4%	-2%	-3%	-15	42%[activator]	-1%	22%	-5%	-3%
COc1ccccc1C(C)NC(=O)C1CCN(S(=O)(=O)c2cccs2)CC1 (centres undefined)	-21%	7%	11%	3	25%	1%	-2%	0%	-6%
CCn1ncc(C2=NOC(C(=O)Nc3cccc(C(C)=O)c3)C2)c1C (centres undefined)	-7%	15%	1%	-1	10%	-1%	-2%	-9%	-2%
CN(C)S(=O)(=O)c1ccc(Cl)c(C(=O)Nc2cccc3ncccc23)c1	-14%	19%	4%	1	14%	-8%	2%	-4%	2%
O=C(COc1ccc(C(=S)N2CCCC2)cc1)Nc1ccc(F)cc1	-1%	-13%	11%	4	38%	2%	-1%	i	-12%
COc1ccc(NC(=O)Cc2ccsc2)cc1S(=O)(=O)N1CCCCC1	-1%	-6%	7%	0	?	-1%	1%	0%	-5%
COc1ccc(-c2cc(C(F)(F)F)n3nc(C(=O)Nc4c(C)n(C)n(-c5ccccc5)c4=O)c(Cl)c3n2)cc1	-16%	18%	-6%	7	21%	?	-8%	-4%	4%
COc1ccc(OC)c(CCNC(=O)c2cccc(NC(=O)C3=C(C)OCCS3)c2)c1	-21%	17%	-7%	-2	12%	-12%	6%	-9%	3%
Cc1cccc(N2CCN(C(=O)COc3ccc4c(c3)CCC4)CC2C)c1 (centres undefined)	-29%	15%	5%	2	7%	-3%	7%	-5%	0%
COc1ccccc1-c1c(C)nn2c(N3CCN(c4ccc(Cl)cc4)CC3)cc(C)nc12	-8%	65%[activator][57.1 µM]	-12%	1	39%	1%	7%	1%	30%[57.1 µM]
CSCCC(=O)N1CC[C@@H](N2CCN(c3ccccc3F)CC2)[C@H](O)C1	-21%	21%	-2%	-5	12%	-4%	21%	-8%	6%
CC1(C)S[C@@H]2[C@H](NC(=O)Cc3ccccc3)C(=O)N2[C@H]1C(=O)O	13%&-13%	14%&23%	31%&1%	-4&-2	7%&19%	-2%&-15%	1%&-4%	-7%&0%	-2%&8%
CS(=O)(=O)N(CC(=O)Nc1ccc2c(c1)OCO2)c1ccccc1	-2%	0%	2%	0	0%	4%	7%	-2%	3%
CCc1ccccc1N(C(=O)c1snc(C(N)=O)c1N)C(C(=O)NCC1CCCO1)c1ccc(OC)c(OC)c1 (centres undefined)	-15%	-12%	6%	-3	17%	2%	-4%	-1%	148%[activator]
Cc1cc(C)nc(NC2=NCCN2C(=S)Nc2ccc(C)c(C)c2)n1	?	11%	-5%	-3	14%	5%	10%	4%	-1%

Structures above containing a CF3 group, in the order listed:
SMILES	USP1-UAF1 inh	rTrxR1 inhibitor	IDH1 R132H inh	PI4K2A block	HP1b chromo inh	Pin1 inh	GLS inhibitor	PGK inhibitor	TrxR1 substrate
Cc1ccccc1CCNC(=O)C1CCN(c2nc3ccccc3nc2C(F)(F)F)CC1	-2%	12%[57.1 µM]	4%	-1	12%	1%	3%	-2%	-2%[57.1 µM]
COc1ccc(-c2cc(C(F)(F)F)n3nc(C(=O)Nc4c(C)n(C)n(-c5ccccc5)c4=O)c(Cl)c3n2)cc1	-16%	18%	-6%	7	21%	?	-8%	-4%	4%

Remaining list, next part.
SMILES	USP1-UAF1 inh	rTrxR1 inhibitor	IDH1 R132H inh	PI4K2A block	HP1b chromo inh	Pin1 inh	GLS inhibitor	PGK inhibitor	TrxR1 substrate
O=C(NC1CCc2ccccc21)c1cc(COc2cncc(Cl)c2)on1 (centres undefined)	-18%	7%	23%	-1	32%	-10%	9%	-9%	-5%
COC(=O)Cc1ccc(NC(=S)N2CCN(c3ccccn3)CC2)cc1	-19%	12%	4%	-6	48%[activator]	-3%	-1%	?	2%
COc1ccc(C2Nc3ccccc3C(=O)N2NC(C)=O)c(OC)c1 (centres undefined)	-18%	3%	5%	1	83%[activator]	-14%	2%	i	129%[activator]
Cc1ccc(S(=O)(=O)N2[C@@H](c3ccc(C(C)(C)C)cc3)C(C(=O)O)=CC[C@H]2c2ccc3c(c2)OCO3)cc1	-22%	-3%	-7%	3	1%	?	?	-4%	-6%
CCCn1c(SCC(=O)NC2CCC(C)CC2)n[nH]c1=O (centres undefined)	-19%	4%	-2%	1	40%[activator]	-1%	-1%	-5%	-1%
CN(C)CCCNC(=O)c1ccc(Cl)c(S(=O)(=O)N2CCCCCC2)c1	-4%	10%	-4%	-3	24%	2%	1%	-7%	-6%
O=S(=O)(NCCN1CCOCC1)c1cccs1	-12%	1%	0%	-1	35%	5%	2%	i	-1%
COc1ccc2ccccc2c1/C=N\n1c(C)cc(C)c(C(N)=O)c1=O	-2%	48%[activator]	8%	-2	8%	-8%	2%	-11%	-2%
CCCCOC(=O)c1ccc(NC2=NS(=O)(=O)c3ccccc32)cc1	-9%	22%	-13%	-2	23%	1%	-13%	i	5%
CC1=C(C(=O)Nc2cccc(C(=O)NCc3ccccc3C)c2)SCCO1	-19%	23%	8%	-2	29%	-7%	-8%	i	3%
CCOC(=O)Cc1csc(SCC(=O)c2c(N)n(CC(C)C)c(=O)n(C)c2=O)n1	-15%	-4%	3%	-2	19%	8%	-1%	i	-7%
Cc1ccc(C(C)(C)C)c(OCCCCN2CCCC2)c1	-18%	-10%	5%	-3	?	-10%	2%	0%	-9%
O=C1CCN(Cc2ccc(O)cc2)CCN1CCO	-20%	?	4%	5&0	5%	-1%	10%&26%	-1%	-2%
CCCCc1ccc(-n2c(Cc3cccs3)n[nH]c2=S)cc1	-16%	-1%[57.1 µM]	1%	2	-19%	-3%	0%	-6%	9%[57.1 µM]
COC(=O)c1ccccc1NC(=O)CN(C)S(=O)(=O)c1cc(C)ccc1OC	-3%	14%[57.1 µM]	2%	-12	12%	-4%	-2%	-1%	9%[57.1 µM]
N#Cc1ccccc1COC(=O)c1ccc2c(c1)OCO2	-11%	16%	7%	-2	125%[activator]	4%	-1%	-10%	8%
COc1ccccc1NC(=O)CCc1nnc2ccc(N3CCN(C)CC3)nn12	-22%	1%	-1%	-6	27%	-7%	-2%	-6%	-6%
CCOC(=O)c1c(NC(=O)c2cc(C(C)C)on2)sc(C)c1C	-12%	-12%	11%	-4	-1%	2%	-12%	-3%	15%
CCOc1ccccc1C(=O)OCC(=O)Nc1cc(Cl)ccc1Oc1ccccc1	-10%	22%	5%	-3	98%[activator]	-1%	1%	4%	10%
C=CCOc1c(CNc2ncn[nH]2)cccc1OC	-24%	10%	3%	2	29%	-1%	1%	i	3%
Oc1cccc(C2c3[nH]c4ccccc4c3CCN2Cc2ccoc2)c1 (centres undefined)	-13%	40µM*	-11%	-7	-16%	5%	9%	-3%	6%
O=C(NCCc1c[nH]c2ccccc12)C(=O)Nc1cc2c3c(c1)CC(=O)N3CCC2	-15%	-3%	5%	-3	16%	-1%	-3%	-1%	-1%
Cc1cc(NC(=O)CSc2nnc(C3COc4ccccc4O3)n2C)no1 (centres undefined)	-4%	24%[57.1 µM]	4%	-5	15%	11%	-6%	-10%	9%
CCOc1ccc(NC(=O)C(CC)NC(=O)c2ccccc2CO)cc1 (centres undefined)	8%	-8%	-6%	9	45%[activator]	6%	4%	1%	7%[57.1 µM]
COc1ccc(CN(C(=O)c2cc3ccccc3oc2=O)C2CCCC2)cc1	-21%	0%	6%	-2	56%[activator]	0%	2%	-2%	0%
